# TNAP inh hi DEA = blocks human TNAP under high phosphate acceptor concentration; AID 1135; purified TNAP, CDP-star luminescence, 1 M DEA; actives 0.03% (n = 200,000); P05186; inhibition, % at 20 µM;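 active means over 50% inhibition of tissue-nonspecific alkaline phosphatase at 20 µM in the single-dose screen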;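 further: plate controls were DMSO wells for no effect and EDTA-quenched wells as full inhibition for full effect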
# Target sequence (P05186 whole entry, looked up): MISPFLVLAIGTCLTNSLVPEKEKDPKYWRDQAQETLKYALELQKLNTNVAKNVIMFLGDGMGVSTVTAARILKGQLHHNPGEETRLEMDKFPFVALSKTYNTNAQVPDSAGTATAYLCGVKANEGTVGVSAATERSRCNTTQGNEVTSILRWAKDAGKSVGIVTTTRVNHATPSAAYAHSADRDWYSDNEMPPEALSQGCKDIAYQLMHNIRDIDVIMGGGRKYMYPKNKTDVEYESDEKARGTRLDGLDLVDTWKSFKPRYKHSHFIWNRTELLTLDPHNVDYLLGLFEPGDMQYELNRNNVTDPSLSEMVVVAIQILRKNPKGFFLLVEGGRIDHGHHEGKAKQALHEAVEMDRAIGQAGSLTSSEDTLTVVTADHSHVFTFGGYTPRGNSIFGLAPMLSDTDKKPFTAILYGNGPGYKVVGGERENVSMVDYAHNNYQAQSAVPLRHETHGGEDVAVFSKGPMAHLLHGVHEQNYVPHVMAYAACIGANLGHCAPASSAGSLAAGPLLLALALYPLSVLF
# PMI act hi M6P = activators of human phosphomannose isomerase at near-saturating mannose 6-phosphate; actives 0.34% (n = 190,000); activation factor at 20 µM; P34949; coupled PMI enzyme assay, resazurin fluorescence, 20 min; active compounds read high; 1 = untreated enzyme, 0 = substrate-free blank;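 active means activation factor of 2 or more at 20 µM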
#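 Material: human phosphomannose isomerase with PGI, G6PDH, diaphorase coupling enzymes; amount: PMI at 15 ng/mL final; also added: Mannose-6-phosphate 1.0 mM (near-saturating) plus 0.22 mM NADP+; incubation: enzyme reaction with compound 20 min at room temperature; signal: resorufin fluorescence (Ex 544/Em 590 nm) from resazurin via diaphorase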
# TNAP inh no acc = TNAP (human) inhibition, acceptor-free conditions; P05186; purified TNAP, CDP-star luminescence, 30 min; inhibition, % at 20 µM; actives 0.26% (n = 200,000); AID 1012;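 active means tissue-nonspecific alkaline phosphatase inhibition above about 50% at 20 µM in the single-dose screen, limit read from the data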;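 further: 0% = DMSO negative control and 100% = EDTA positive control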
# Efa HMGR inh = blocks class II HMG-CoA reductase of Enterococcus faecalis; purified E. faecalis HMGR, NADPH absorbance 340 nm kinetic; inhibition, % at 10 µM; actives 0.41% (n = 190,000); AID 1066;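 active means inhibition above a set limit, the median over all tested compounds plus 3 SD, cut at about 9.5% in these data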;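 further: enzyme runs in reverse so mevalonate oxidation gives rising NADPH absorbance; 0% = complete reaction with DMSO and 100% = background rate lacking mevalonate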
# Hsp70 activator = Hsp70 transcriptional activation, primary screen; actives 0.04% (n = 200,000); AID 1203; activation, % at 10 µM; HeLa Hsp70 promoter luciferase reporter, luminescence; scaled: vehicle 0, proteasome-inhibitor control 100%;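 active means activation above the mean across all tested compounds plus 3 SD, cutoff set per campaign, cut at about 5.5% in these data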;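 further: 100% = MG132 at 30 µM as the positive control and 0% = DMSO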
# DTT redox prof = compounds producing H2O2 with reducing agent – biochemical, NIH compound library profiling, artefact control for MLSCN library redox annotation, primary screen; DTT-dependent redox cycling H2O2, phenol red/HRP absorbance; 100% = 100 µM peroxide control, 0% = buffer; activation, % at 10 µM; actives 0.03% (n = 200,000); AID 878;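 active means activation of at least 50% relative to the plate's high and low controls in the primary single-dose screen; inactive means activation below 50%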;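 further: compound incubated with DTT at 0.8 mM final as the reducing agent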
# PMI act = phosphomannose isomerase (human) activation; actives 0.005% (n = 190,000); activation factor at 20 µM; AID 1214; purified human PMI, coupled resazurin fluorescence, 20 min; active compounds read high; 1 = vehicle control, 0 substrate-free wells; P34949;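 active means activation factor of 2 or more at 20 µM, relative to plate controls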
# S1P3 antag = blocks the human S1P3 receptor | Q99500 | CHO S1P3 NFAT-BLA reporter, FRET fluorescence, antagonist mode | inhibition, % at 4.98 µM | actives 0.27% (n = 170,000) | AID 485;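 active means inhibition above the plate cutoff, the mean inhibition of test wells on that plate plus 3 SD, cut at about 28% in these data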;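 further: cells challenged with S1P at its EC80 of 0.8 µM; blue over green emission ratio from cleaved BLA substrate after 4 h stimulation; 0% = S1P-stimulated wells and 100% = unstimulated DMSO-only wells; some compounds past the cut are filed as inactive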
# Target sequence (Q99500 whole entry, looked up): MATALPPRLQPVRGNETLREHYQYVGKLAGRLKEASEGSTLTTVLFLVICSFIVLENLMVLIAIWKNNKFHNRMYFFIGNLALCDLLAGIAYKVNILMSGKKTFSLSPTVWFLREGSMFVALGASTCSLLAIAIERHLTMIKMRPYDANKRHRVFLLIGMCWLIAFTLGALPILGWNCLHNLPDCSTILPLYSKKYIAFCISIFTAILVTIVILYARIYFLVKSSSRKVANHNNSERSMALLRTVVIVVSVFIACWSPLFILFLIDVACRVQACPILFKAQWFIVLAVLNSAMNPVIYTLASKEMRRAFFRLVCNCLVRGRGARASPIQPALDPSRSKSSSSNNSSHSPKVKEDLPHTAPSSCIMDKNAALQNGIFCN
# Lmaj promast = inhibitors of Leishmania major promastigote growth; AID 1063; Leishmania major promastigotes, resazurin fluorescence viability; actives 9% (n = 200,000); inhibition, % at 10 µM; in the data active means inhibition above about 50%;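 further: promastigotes grown with compound for 44 hours at 28 °C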
# RAM network inh = yeast RAM network inhibition | S. cerevisiae dse1pr::URA3 reporter, 5-FOA growth OD615, 2 d; analog-sensitive cbk1-as2 kinase mutant strain | inhibition, % at 50 µM | actives 1.8% (n = 190,000);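 active means inhibition above a set limit, 3 SD over mean compound inhibition, cut at about 8.4% in these data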;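 further: 0% = DMSO-only wells with no growth and 100% = 10 µM 1-NA-PP1 full growth; inhibition rescues growth on 5-FOA so higher OD means more RAM inhibition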
# The depositor's hits bear a star; x = no result given.
SMILES,TNAP inh hi DEA,PMI act hi M6P,TNAP inh no acc,Efa HMGR inh,Hsp70 activator,DTT redox prof,PMI act,S1P3 antag,Lmaj promast,RAM network inh
COC(=O)C1=C(C)NC(=O)CC1c1cccc(OC)c1OC (centres undefined),-5,1,-12,-6,-0.1,-2.6,1.1,2,0,0.0
CCC1=NN2C(=N)/C(=C\c3cccn3-c3ccc(C)c(C)c3)C(=O)N=C2S1,-2,1.1,-10,-3,-0.2,-0.3,1,-1,-11,5.3
O=S1(=O)C=CC(Nc2cccc(Cl)c2)C1 (centres undefined),-2,0.9,-9,-3,0.1,0.5,0.9,5,-3,1.1
COc1ccc(OCC(=O)NC(=S)NNC(=O)COc2ccc(Br)cc2Cl)cc1,-2,0.9,-19,-6,-0.2,-1.2,0.6,-19,3,1.3
CC(=O)c1ccc(NC(=O)C(C)OC(=O)COc2ccc(C#N)cc2)cc1 (centres undefined),-6,1,-2,-7,-0.1,0.2,0.9,4,-8,0.2
CC(C)(C)NC(=O)COc1ccc(CNCc2cccnc2)cc1,-7,1.1,-8,0,-0.4,-1.0,1.1,-12,89*,1.7
COc1cc(C)c(C(=O)Oc2cc(C)c(C(=O)O)c(O)c2C)c(OC)c1C,-3,0.9,3,-4,-0.4,0.9,1.1,-21,-11,4.0
COC(=O)CSc1nc2ccc(N)cc2s1,-1,0.6,-1,-2,-0.3,-0.5,1,-12,-2,1.3
N#CC1=C(Nc2ccccc2)SC=C(c2ccc(Br)cc2)N=C1N1CCOCC1,-1,1,1,-4,-0.2,2.2,0.9,x,16,1.6
COC(=O)c1ccc(C(=O)OC)nc1,-3,0.8,-9,-2,-0.2,-1.2,0.9,-19,-3,1.5
Cc1cc(=O)[nH]c(N/N=C/c2ccccc2C(F)(F)F)n1,-2,0.9,-4,-2,0.2,-1.3,1,-19,1,3.1
c1ccc(COc2ccccc2CNC23CC4CC(CC(C4)C2)C3)cc1,-11,1.1,-18,1,0.2,-0.3,1.1,3,71*,-0.4
O=[N+]([O-])c1cccc(NC2=NCCC2)c1,-3,1,-8,2,0.0,-0.3,1,6,-2,1.6
CCN(CC)c1nc(C)nc2c1sc(=S)n2C,2,1,-4,-7,-0.3,-10,1,-5,-2,6.6
CCOC(=O)[C@H]1O[C@@H]1C(=O)N[C@@H](CC(C)C)C(=O)NCCC(C)C,-2,1.1,-4,4,-0.3,x,1,-4,x,x

# In another format: results already given
# Results follow in this order: TNAP inh hi DEA | PMI act hi M6P | TNAP inh no acc | Efa HMGR inh | Hsp70 activator | DTT redox prof | PMI act | S1P3 antag | Lmaj promast | RAM network inh
> O=[N+]([O-])c1cccc(NC2=NCCC2)c1
  -3 | 1 | -8 | 2 | 0.0 | -0.3 | 1 | 6 | -2 | 1.6
> N#CC1=C(Nc2ccccc2)SC=C(c2ccc(Br)cc2)N=C1N1CCOCC1
  -1 | 1 | 1 | -4 | -0.2 | 2.2 | 0.9 | x | 16 | 1.6

# The listing picks up, repeating the five entries before the break.
SMILES,TNAP inh hi DEA,PMI act hi M6P,TNAP inh no acc,Efa HMGR inh,Hsp70 activator,DTT redox prof,PMI act,S1P3 antag,Lmaj promast,RAM network inh
Cc1cc(=O)[nH]c(N/N=C/c2ccccc2C(F)(F)F)n1,-2,0.9,-4,-2,0.2,-1.3,1,-19,1,3.1
c1ccc(COc2ccccc2CNC23CC4CC(CC(C4)C2)C3)cc1,-11,1.1,-18,1,0.2,-0.3,1.1,3,71*,-0.4
O=[N+]([O-])c1cccc(NC2=NCCC2)c1,-3,1,-8,2,0.0,-0.3,1,6,-2,1.6
CCN(CC)c1nc(C)nc2c1sc(=S)n2C,2,1,-4,-7,-0.3,-10,1,-5,-2,6.6
CCOC(=O)[C@H]1O[C@@H]1C(=O)N[C@@H](CC(C)C)C(=O)NCCC(C)C,-2,1.1,-4,4,-0.3,x,1,-4,x,x
CC1CCCCC1NC(=O)CN1CCC(O)(c2ccc(F)cc2)CC1 (centres undefined),-5,1,-13,-2,-0.3,1.3,1,-16,42,0.0
O=C(c1ccc2snnc2c1)N1CCN(c2ccccc2)CC1,0,1,-2,1,-0.1,0.1,1,x,-5,0.1
O=C(NCCCCCCNC(=O)c1ccc(Br)s1)c1ccc(Br)s1,2,1,-4,0,0.2,1.1,1,x,0,7.5
CC1(C)Cc2nc(NCCN3CCOCC3)c(C#N)cc2CO1,-7,1,-10,-1,0.1,-0.1,1,x,1,0.2
COc1ccc2cc(/C(C)=N/NC(=S)Nc3cc(S(=O)(=O)N4CCOCC4)ccc3N3CCOCC3)ccc2c1,0,0.8,-5,-8,-0.1,-1.5,0.8,5,75*,7.9
Cc1cc(NC(=O)CSCCc2ccncc2)no1,1,0.9,-10,-2,-0.1,0.0,0.9,-40,-4,0.7
O=C(NC12CC3CC(CC(C3)C1)C2)c1cc([N+](=O)[O-])ccc1N1CCOCC1,-1,0.9,-2,2,-0.2,0.2,0.8,1,-5,0.9
Cc1ccc(S(=O)(=O)N(CC(=O)N=Nc2c(O)[nH]c3ccccc23)c2ccc(C)c(C)c2)cc1,-2,0.9,-58,-5,-0.4,-0.4,0.9,-4,96*,3.2
COc1ccc(OC)c(NC(=O)/C=C/c2ccccc2[N+](=O)[O-])c1,0,0.8,-4,0,-0.1,0.1,0.9,6,32,2.1
Cc1ccc(S(=O)(=O)NCC(=O)OCc2nnc(-c3ccccc3)o2)cc1C,-3,0.9,-5,-1,-0.3,0.1,0.9,x,-7,0.8
CCn1ncc(NC(=S)NCCc2ccc(OC)c(OC)c2)c1C(N)=O,-4,1,-10,-1,-0.1,-0.1,1,-3,-6,-0.1
CCN(CC)CC#CCC(O)(c1ccccc1)C1CCCC1 (centres undefined),0,1.1,-4,1,-0.4,0.6,1.2,x,73*,-0.5
COC(=O)c1sccc1NC(=O)c1cccc(OC)c1,-4,1,-10,0,-0.4,0.4,1,x,2,2.5
O=C(Nc1ccc([N+](=O)[O-])cc1)c1ccccc1F,-4,1,-12,-2,0.0,-0.1,1,2,6,6.4
Cc1cc([N+](=O)[O-])nn1CC(=O)Nc1c(C)n(C)n(-c2ccccc2)c1=O,-4,0.9,-7,-3,0.1,-0.6,1,6,-3,-0.1
COc1cccc(C2CC(c3cccc(C)c3)n3ncnc3N2)c1 (centres undefined),-3,0.9,-10,1,-0.2,-0.2,0.9,-34,22,1.6
CC(=O)N1CCN(C(=S)Nc2cc(S(=O)(=O)N3CCOCC3)ccc2Cl)CC1,-5,1.3,-16,1,-0.3,-0.6,1.2,-12,-3,0.8
CCOC(=O)N1CCC(N2CCN(CCC(C)C)C(CCO)C2)CC1 (centres undefined),-3,1.1,-7,-1,0.0,-1.2,1,-6,21,-0.4
CSc1nnc(C)c(=O)[nH]1,7,1.2,3,-2,-0.3,3.2,1.2,x,-1,1.3
CCc1ccc(NC(=O)CC2C(=O)NCCN2C(=S)Nc2ccccc2)cc1 (centres undefined),-5,1.1,-4,-2,-0.4,0.3,1,-5,8,0.5
Cc1ccc(C(=O)Nc2ccc(N3CCCC3)cc2)c(C)c1,-2,0.7,2,-5,-0.3,0.9,0.8,3,3,1.6
O=C1OC(Nc2cc(Br)cc3cccnc23)c2ccccc21 (centres undefined),-1,0.5,2,0,-0.5,0.2,0.9,-14,0,2.9
COc1cccc(C(=O)Nc2nc(-c3ccc(S(=O)(=O)N4CCOCC4)cc3)cs2)c1,-8,1,0,-4,-0.4,0.5,1,13,92*,1.1
CCCC(=O)OCC(=O)Nc1ccccc1Sc1ccccc1,2,0.9,-6,-3,-0.4,0.3,0.8,3,-4,1.8
Cc1cccc(NC(=O)Cn2nc([N+](=O)[O-])c(Br)c2C)n1,3,1,-13,2,-0.2,0.0,1.1,-8,9,0.1
CC(=O)c1ccc(N2CCN(S(=O)(=O)c3cccc4nsnc34)CC2)cc1,-3,0.9,-14,-1,-0.4,-1.6,1,-1,0,2.3
COCC(=O)Nc1nc(-c2ccc(C)cc2)c(C)s1,-2,1,-12,-5,0.1,0.3,1,x,-3,-1.6
O=C(NC1CCCC1)C(c1ccsc1)N(C(=O)Cc1cccs1)c1ccc(F)cc1 (centres undefined),-5,1.1,-14,-3,-0.1,0.8,1,x,7,3.6
c1cc(-c2nnc3n2CCC3)[nH]n1,-9,0.9,-14,0,0.9,-1.3,0.9,x,-1,0.9
CC1CCN(C(=O)c2cc(Cl)nc3ccccc23)CC1,-6,1,-11,-1,-0.4,0.3,1,19,-4,0.9
CC(C)c1ccc(/C=C/C(=O)NCc2ccc(S(N)(=O)=O)cc2)cc1,-1,0.9,-13,-4,0.0,-0.1,1,-10,0,1.6
Cc1cccc(-c2noc(-c3cc4ccccc4oc3=O)n2)c1,2,1,-2,2,0.1,-6.0,0.9,x,-5,5.9
Cn1nnnc1SCC(=O)N1CCCc2ccccc21,-3,1,-12,7,-0.1,0.8,1.1,x,-6,-0.1
CC(C)(Oc1ccc(Cl)cc1)C(=O)NCc1ccco1,-11,1.1,-26,-4,0.0,0.6,1,-40,-3,1.7
O=C(c1cc(Cl)c(=O)n(Cc2ccccc2)c1)N1CCOCC1,-4,1,-12,4,-0.1,0.8,1,x,-2,0.8
CC(=O)Nc1ccc(Oc2sc(C(=O)c3ccccc3)c(N)c2C#N)cc1,4,1,-4,2,-0.1,3.4,0.9,x,98*,2.3
Cc1cc(C(=O)CSc2nc3ccccc3c(=O)[nH]2)c(C)n1C,-3,0.9,-6,0,0.1,-0.2,0.9,-3,5,1.2
COCCn1c(SCCCc2ccccc2)nc2c1c(=O)[nH]c(=O)n2C,-3,0.9,-3,-3,-0.1,-2.6,0.9,0,-6,4.3
CCc1ccc(-c2nc(CN3CCC(C(=O)NCCN(CC)c4ccccc4)CC3)c(C)o2)cc1,-52,0.9,-182,8,-0.6,-0.5,1,7,65*,0.1
CC1Cc2ccccc2N1C(=O)c1cnc2sccn2c1=O (centres undefined),-4,1,-3,-6,-0.1,0.2,1,x,-5,0.8
Cc1ccc(-n2ncc3c(NCc4cccnc4)ncnc32)c(C)c1,-2,0.9,-4,3,-0.4,0.0,0.9,18,-6,-0.7
CC1CCN(S(=O)(=O)c2ccc(S(=O)(=O)NCc3ccccc3)cc2)CC1,0,1,-7,-7,-0.4,0.1,0.9,x,-5,1.8
CC1CCN(S(=O)(=O)c2ccc(S(=O)(=O)N3CCC4(CC3)OCCO4)cc2)CC1,1,1.1,-24,-3,-0.2,-0.1,1.1,4,6,-0.1
COC(=O)c1ccc2c(=O)n(Cc3ccc(C(=O)NC4CCCC4)cc3)c(=S)[nH]c2c1,-1,1.1,-11,-3,0.5,-0.7,1,12,-5,3.7
CCSC1=NCCN1S(=O)(=O)c1ccc(Cl)cc1,-3,1.1,-8,-1,-0.3,0.2,1,-2,30,0.7

# Screening results deposited in PubChem by several laboratories.
